Compound activity: PubChem BioAssay, several laboratories
bIAP inhibitor = bovine intestinal alkaline phosphatase inhibitors, primary screen, selectivity assay for TNAP inhibitor project, biochemical, bovine IAP, CDP-star luminescence. alkaline phosphatase, intestinal [Bos taurus]. inhibition, % at 20 µM. purified bovine IAP, 30 min. 190,000 tested, under 10 active;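 active means over 50% inhibition of intestinal alkaline phosphatase at 20 µM in the single-dose screen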
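System: Purified bovine intestinal alkaline phosphatase (IAP) enzyme | Input: IAP diluted 1/65,000,000 in the well | Also added: CDP-star chemiluminescent phosphatase substrate, 30 µM final | Dosing: 20 µM single dose | Times: Enzyme reaction for 30 min at room temperature | Detection: Luminescence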
Lmaj promast = Leishmania major promastigote growth inhibition, primary screen | actives 9% (n = 200,000) | inhibition, % at 10 µM | Leishmania major promastigotes, resazurin fluorescence viability; in the data active means inhibition above about 50%;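 further: promastigotes grown with compound for 44 hours at 28 °C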
SRC2 TRFRET art = TR-FRET signal artefacts, primary screen, artefact control for PPARgamma SRC-2 agonist project, biochemical; TR-FRET artefact counter-screen; active compounds read high; TR-FRET ratio at 8 µM; actives 0.4% (n = 200,000); in the data active means TR-FRET ratio above about 2000; further: inactives centre near 1500
Redox H2O2 prof = compounds producing H2O2 with reducing agent – biochemical, NIH compound library profiling, artefact control for MLSCN library redox annotation, primary screen; AID 878, 2007; activation, % at 10 µM; actives 0.03% (n = 200,000); DTT-dependent redox cycling H2O2, phenol red/HRP absorbance; 100% = 100 µM peroxide control, 0% = buffer;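 active means activation of at least 50% relative to the plate's high and low controls in the primary single-dose screen; inactive means activation below 50%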;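 further: compound incubated with DTT at 0.8 mM final as the reducing agent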
PPARg SRC-1 ag = PPARgamma agonists recruiting SRC-1 coactivator, primary screen, biochemical. Peroxisome proliferator-activated receptor gamma (Homo sapiens), P37231. PPARgamma-SRC-1 coactivator recruitment biochemical assay. activation, % at 8 µM. actives 0.41% (n = 200,000); in the data active means activation above about 19%;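 further: 0% = DMSO and 100% = reference agonist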
Target sequence (P37231 whole entry, looked up): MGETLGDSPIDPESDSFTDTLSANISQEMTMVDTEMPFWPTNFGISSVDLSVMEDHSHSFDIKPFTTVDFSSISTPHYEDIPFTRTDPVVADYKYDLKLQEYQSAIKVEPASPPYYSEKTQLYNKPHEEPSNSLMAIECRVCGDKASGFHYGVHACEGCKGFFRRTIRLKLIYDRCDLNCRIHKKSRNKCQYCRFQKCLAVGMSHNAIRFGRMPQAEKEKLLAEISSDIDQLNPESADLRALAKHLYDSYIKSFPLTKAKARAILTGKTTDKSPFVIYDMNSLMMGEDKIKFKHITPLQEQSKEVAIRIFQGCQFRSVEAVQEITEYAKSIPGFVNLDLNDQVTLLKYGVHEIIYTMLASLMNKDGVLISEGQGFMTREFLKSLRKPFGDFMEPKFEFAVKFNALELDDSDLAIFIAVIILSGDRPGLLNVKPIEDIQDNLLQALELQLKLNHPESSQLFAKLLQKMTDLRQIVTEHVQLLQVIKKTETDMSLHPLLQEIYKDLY
HMGR II inh = inhibitors of E. faecalis class II HMGR, primary screen, biochemical, Enterococcus faecalis; purified E. faecalis HMGR, NADPH absorbance 340 nm kinetic; inhibition, % at 10 µM; actives 0.41% (n = 190,000); AID 1066, 2008;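 active means inhibition above a set limit, the median over all tested compounds plus 3 SD, cut at about 9.5% in these data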;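 further: enzyme runs in reverse so mevalonate oxidation gives rising NADPH absorbance; 0% = complete reaction with DMSO and 100% = background rate lacking mevalonate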
PPARg SRC-2 ag = agonists of PPARg-SRC-2 recruitment, primary screen, biochemical, HTS; Peroxisome proliferator-activated receptor gamma (Homo sapiens), P37231; PPARgamma LBD-SRC-2 recruitment; activation, % at 8 µM; actives 0.34% (n = 200,000); AID 1032, 2008; in the data active means activation above about 22%;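 further: 0% = vehicle and 100% = reference agonist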
RAM inhibit = inhibitors of the yeast RAM network, primary screen, dse1pr::URA3 reporter, 5-FOA selection; S. cerevisiae dse1pr::URA3 reporter, 5-FOA growth OD615, 2 d; analog-sensitive cbk1-as2 kinase mutant strain; inhibition, % at 50 µM; actives 1.8% (n = 190,000);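 active means inhibition above a set limit, 3 SD over mean compound inhibition, cut at about 8.4% in these data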;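 further: 0% = DMSO-only wells with no growth and 100% = 10 µM 1-NA-PP1 full growth; inhibition rescues growth on 5-FOA so higher OD means more RAM inhibition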
S1P3 antag = S1P3 receptor antagonists, primary screen, cell-based | actives 0.27% (n = 170,000) | AID 485, 2006 | CHO S1P3 NFAT-BLA reporter, FRET fluorescence, antagonist mode | inhibition, % at 4.98 µM;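 active means inhibition above the plate cutoff, the mean inhibition of test wells on that plate plus 3 SD, cut at about 28% in these data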;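 further: cells challenged with S1P at its EC80 of 0.8 µM; blue over green emission ratio from cleaved BLA substrate after 4 h stimulation; 0% = S1P-stimulated wells and 100% = unstimulated DMSO-only wells; some compounds past the cut are filed as inactive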
ROMK mod = ROMK potassium channel modulators, primary screen, cell-based, thallium flux, MLSMR library; B-score at 10 µM; Tet-inducible ROMK, thallium flux fluorescence; actives lie on both sides; ATP-sensitive inward rectifier potassium channel 1 (Homo sapiens), P48048; actives 2% (n = 130,000); AID 1918, 2009;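 active means signal ratio slope over the read window, or its plate-corrected B-score, at least 3 SD from the plate mean, either direction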;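 further: B-score of the F/F0 ratio slope over 7 to 12 s after thallium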
Target sequence (P48048 whole entry, looked up): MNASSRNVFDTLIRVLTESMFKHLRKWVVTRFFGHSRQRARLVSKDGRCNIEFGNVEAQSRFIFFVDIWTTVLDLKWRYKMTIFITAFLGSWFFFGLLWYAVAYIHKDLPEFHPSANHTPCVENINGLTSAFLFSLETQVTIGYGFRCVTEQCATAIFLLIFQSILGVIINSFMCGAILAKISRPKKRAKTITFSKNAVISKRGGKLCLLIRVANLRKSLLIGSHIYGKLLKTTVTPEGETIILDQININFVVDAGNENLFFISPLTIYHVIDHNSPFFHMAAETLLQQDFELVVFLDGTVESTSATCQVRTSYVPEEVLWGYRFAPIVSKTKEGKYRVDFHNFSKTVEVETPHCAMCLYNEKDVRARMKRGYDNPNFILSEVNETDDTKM
PPARg SRC-3 ag = PPARgamma agonists recruiting SRC-3 coactivator, primary screen, biochemical; Peroxisome proliferator-activated receptor gamma (Homo sapiens), P37231; biochemical PPARgamma/SRC-3 coactivator recruitment assay; activation, % at 8 µM; actives 0.26% (n = 200,000); AID 731, 2007; in the data active means activation above about 23%;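 further: 0% = DMSO and 100% = reference agonist; some compounds past the cut are filed as inactive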
* hit, by the source's call. Random draw from the library. Share with any hit: about 13%.

For CCOCc1nnc(NC(=O)CSc2ccccc2)s1 the results were bIAP inhibitor 1.7, Lmaj promast -7.0, SRC2 TRFRET art 1442, Redox H2O2 prof 1.1, PPARg SRC-1 ag -1.0, HMGR II inh -2.4, PPARg SRC-2 ag 7.5, RAM inhibit 3.7, S1P3 antag -1.2 and PPARg SRC-3 ag 0.5.
Cc1ccc(CS(=O)(=O)CCC(=O)NCC2CCCO2)cc1 (stereo not drawn) was read as bIAP inhibitor 2.4, Lmaj promast -1.7, SRC2 TRFRET art 1530, Redox H2O2 prof 1.0, PPARg SRC-1 ag 6.2, HMGR II inh 4.6, PPARg SRC-2 ag -0.4, RAM inhibit 0.5, S1P3 antag 12.3 and PPARg SRC-3 ag -5.9.
COc1ccccc1N1CCN(S(=O)(=O)c2cccc(F)c2)CC1 was read as bIAP inhibitor 7.2, Lmaj promast -1.1, SRC2 TRFRET art 1590, Redox H2O2 prof 0.9, PPARg SRC-1 ag 0.9, HMGR II inh 1.1, PPARg SRC-2 ag 2.1, RAM inhibit 2.7, ROMK mod -1.19 and PPARg SRC-3 ag -6.6.
Screening CC(C)(C)c1ccc(OCC(=O)N2CCN(C=O)CC2)cc1 returned bIAP inhibitor 7.4, Lmaj promast -4.1, SRC2 TRFRET art 1582, Redox H2O2 prof 6.1, PPARg SRC-1 ag 2.5, HMGR II inh 1.9, PPARg SRC-2 ag 1.3, RAM inhibit 1.1, ROMK mod 0.752 and PPARg SRC-3 ag -6.5.
Screening CCOC(=O)C1=C(C)NC2=C(C(=O)CCC2)C1c1ccc(N(C)C)cc1 (stereo not drawn) returned bIAP inhibitor 14.0, Lmaj promast 7.4, SRC2 TRFRET art 1513, Redox H2O2 prof 1.9, PPARg SRC-1 ag -5.9, HMGR II inh -5.8, PPARg SRC-2 ag -7.0, RAM inhibit 1.7, S1P3 antag 3.2 and PPARg SRC-3 ag -2.5.
`Cc1cccc(NC(=O)c2ccccc2C(=O)O)c1` gave bIAP inhibitor 4.0, Lmaj promast 4.1, SRC2 TRFRET art 1385, Redox H2O2 prof -3.3, PPARg SRC-1 ag 6.3, HMGR II inh -6.4, PPARg SRC-2 ag -7.1, RAM inhibit 2.6, S1P3 antag -5.6 and PPARg SRC-3 ag -9.5.
`Cc1cc(/C=N\O)c(C)n1-c1ccncc1` gave bIAP inhibitor 10.6, Lmaj promast 1.3, SRC2 TRFRET art 1378, Redox H2O2 prof 0.0, PPARg SRC-1 ag 5.0, HMGR II inh 1.0, PPARg SRC-2 ag -7.0, RAM inhibit 1.9, ROMK mod 1.9 and PPARg SRC-3 ag 1.6.
For CSc1ccccc1NC(=O)CN(C)S(=O)(=O)c1ccc(F)cc1 the results were bIAP inhibitor 16.3, Lmaj promast -5.1, SRC2 TRFRET art 1510, Redox H2O2 prof 0.0, PPARg SRC-1 ag 1.1, HMGR II inh -4.3, PPARg SRC-2 ag 1.2, RAM inhibit 0.8, ROMK mod 1.12 and PPARg SRC-3 ag 6.7.
For COc1cc(/C=C/C(=O)O)cc(S(=O)(=O)N(C)CCO)c1OC the results were bIAP inhibitor 7.8, Lmaj promast -4.7, SRC2 TRFRET art 1793, Redox H2O2 prof 0.9, PPARg SRC-1 ag 6.1, HMGR II inh -6.6, PPARg SRC-2 ag 3.1, RAM inhibit 1.6 and PPARg SRC-3 ag 10.4.
`CCCN(C#N)c1nc(NCC)nc(NC(C)C)n1` gave bIAP inhibitor 12.4, Lmaj promast 8.1, SRC2 TRFRET art 1390, Redox H2O2 prof 0.1, PPARg SRC-1 ag 8.7, HMGR II inh -3.9, PPARg SRC-2 ag 6.6, RAM inhibit 0.7, S1P3 antag 9.9, ROMK mod -0.607 and PPARg SRC-3 ag 6.2.
`Fc1ccc(OCCCCCCN2CCCC2)cc1` gave bIAP inhibitor 8.0, Lmaj promast 95.1*, SRC2 TRFRET art 1532, Redox H2O2 prof -3.8, PPARg SRC-1 ag 4.2, HMGR II inh -6.6, PPARg SRC-2 ag 0.6, RAM inhibit -0.5, ROMK mod -0.192 and PPARg SRC-3 ag -1.4.
Screening Cc1nn2c(-c3ccccn3)ccnc2c1Br returned bIAP inhibitor -2.6, Lmaj promast 7.2, SRC2 TRFRET art 1570, Redox H2O2 prof -1.6, PPARg SRC-1 ag -6.4, HMGR II inh -2.1, PPARg SRC-2 ag 2.8, RAM inhibit 0.0, S1P3 antag -18.4, ROMK mod 0.381 and PPARg SRC-3 ag -4.2.
For Cc1ccccc1NC(=O)CCN1CCc2ccccc2C1 the results were bIAP inhibitor 4.3, Lmaj promast -4.1, SRC2 TRFRET art 1655, Redox H2O2 prof -0.4, PPARg SRC-1 ag 3.0, HMGR II inh -3.9, PPARg SRC-2 ag 2.0, RAM inhibit 0.1, S1P3 antag -1.6, ROMK mod -0.973 and PPARg SRC-3 ag 0.5.
For Cc1ccc(-c2nc3ncccc3o2)cc1NC(=O)c1sc2ccccc2c1Cl the results were bIAP inhibitor 16.8, Lmaj promast -0.8, SRC2 TRFRET art 1523, Redox H2O2 prof 0.1, PPARg SRC-1 ag 5.4, HMGR II inh 0.3, PPARg SRC-2 ag 5.8, RAM inhibit 4.4, ROMK mod 0.0173 and PPARg SRC-3 ag 4.0.
For Cc1nc2ccccc2nc1OCc1cccc([N+](=O)[O-])c1 the results were bIAP inhibitor 3.8, Lmaj promast 4.5, SRC2 TRFRET art 1506, Redox H2O2 prof 0.2, PPARg SRC-1 ag 9.6, HMGR II inh -4.0, PPARg SRC-2 ag 4.9, RAM inhibit 2.4, S1P3 antag 11.3, ROMK mod -0.52 and PPARg SRC-3 ag 2.6.
`CCCN(CC(=O)c1cc(C)n(C)c1C)S(=O)(=O)c1cccc(C(F)(F)F)c1` gave bIAP inhibitor 3.1, Lmaj promast 31.4, SRC2 TRFRET art 1567, Redox H2O2 prof -2.6, PPARg SRC-1 ag 7.5, HMGR II inh -9.0, PPARg SRC-2 ag 1.1, RAM inhibit 6.9, S1P3 antag 1.3, ROMK mod -0.413 and PPARg SRC-3 ag -10.3.
`CC(C)CNC(=S)NNC(=O)c1ccc2c(c1)OCO2` gave bIAP inhibitor -17.5, Lmaj promast 11.8, SRC2 TRFRET art 1614, Redox H2O2 prof -1.3, PPARg SRC-1 ag 3.7, HMGR II inh 0.3, PPARg SRC-2 ag 4.2, RAM inhibit 1.1, ROMK mod -0.834 and PPARg SRC-3 ag 5.0.
For CC(C)N(C(=O)CSc1nc2c([nH]1)c(=O)n(C)c(=O)n2C)c1ccccc1 the results were bIAP inhibitor 3.5, Lmaj promast -2.1, SRC2 TRFRET art 1331, Redox H2O2 prof -1.1, PPARg SRC-1 ag 1.7, HMGR II inh -3.0, PPARg SRC-2 ag -10.2, RAM inhibit 1.8, S1P3 antag 3.2 and PPARg SRC-3 ag 2.9.
Screening COc1ccc2nc(Cl)c(C3CC(c4ccco4)=NN3C(=O)CCC(=O)O)cc2c1 (stereo not drawn) returned bIAP inhibitor 11.9, Lmaj promast -10.8, SRC2 TRFRET art 1660, Redox H2O2 prof -0.3, PPARg SRC-1 ag 4.2, HMGR II inh 0.7, PPARg SRC-2 ag 10.5, RAM inhibit 6.4, S1P3 antag -2.3, ROMK mod 0.301 and PPARg SRC-3 ag 2.3.
`CC(NC(=O)COC(=O)C1=COCCO1)C12CC3CC(CC(C3)C1)C2` (stereo not drawn) gave bIAP inhibitor -2.2, Lmaj promast 3.1, SRC2 TRFRET art 1447, Redox H2O2 prof -2.4, PPARg SRC-1 ag -0.4, HMGR II inh -9.1, PPARg SRC-2 ag -0.2, RAM inhibit 1.2, S1P3 antag 1.1, ROMK mod 0.649 and PPARg SRC-3 ag -0.5.
COc1ccc(NC(=O)c2oc3ccccc3c2NC(=O)c2ccc3c(c2)OCO3)cc1 was read as bIAP inhibitor 7.4, Lmaj promast 99.9*, SRC2 TRFRET art 1852, Redox H2O2 prof -0.7, PPARg SRC-1 ag 2.3, HMGR II inh 0.3, PPARg SRC-2 ag 0.4, RAM inhibit 2.9, S1P3 antag 18.8 and PPARg SRC-3 ag 5.6.
`N/C(=N\OC(=O)N1CCOCC1)c1ccc(Br)cc1` gave bIAP inhibitor -6.1, Lmaj promast 26.8, SRC2 TRFRET art 1378, Redox H2O2 prof 34.5, PPARg SRC-1 ag -1.7, HMGR II inh -4.6, PPARg SRC-2 ag 9.0, RAM inhibit -0.4, S1P3 antag -3.3, ROMK mod -0.00697 and PPARg SRC-3 ag 4.2.
Screening O=C(/C=C/Nc1nccs1)C(F)(F)Cl returned bIAP inhibitor -11.6, Lmaj promast 4.6, SRC2 TRFRET art 1486, Redox H2O2 prof -0.2, PPARg SRC-1 ag 3.3, HMGR II inh -4.2, PPARg SRC-2 ag 1.0, RAM inhibit 0.4, S1P3 antag -2.5, ROMK mod 0.174 and PPARg SRC-3 ag -6.4.
COc1ccc(N2CCN(Cc3nc4c(c(=O)n(C)c(=O)n4C)n3Cc3cccc(C)c3)CC2)cc1 was read as bIAP inhibitor -2.5, Lmaj promast 11.6, SRC2 TRFRET art 1374, Redox H2O2 prof -2.7, PPARg SRC-1 ag 1.6, HMGR II inh -1.7, PPARg SRC-2 ag -3.3, RAM inhibit -1.0, S1P3 antag -31.0 and PPARg SRC-3 ag -3.3.
`CCOc1cc(NC(=S)NCc2ccco2)c(OCC)cc1NC(=O)C1CC1` gave bIAP inhibitor 3.0, Lmaj promast 33.3, SRC2 TRFRET art 1549, Redox H2O2 prof -0.3, PPARg SRC-1 ag 3.5, HMGR II inh -1.4, PPARg SRC-2 ag -1.8, RAM inhibit 4.1, S1P3 antag 8.1 and PPARg SRC-3 ag 2.6.
`COc1cccc(C(=O)NNC(=O)C(=O)N2CCCCC2)c1` gave bIAP inhibitor -13.1, Lmaj promast -3.8, SRC2 TRFRET art 1702, Redox H2O2 prof 0.4, PPARg SRC-1 ag 1.7, HMGR II inh -2.5, PPARg SRC-2 ag -4.2, RAM inhibit 1.3, S1P3 antag -7.2, ROMK mod -0.473 and PPARg SRC-3 ag -4.3.
